Compound activity: PubChem, Broad Institute
INS-1E GSIS act: primary screen for activators of insulin secretion dependent on glucose, INS-1E cells, GLuc reporter luminescence | INS-1E GLuc reporter insulin secretion, 2-3 h | AID 743287 | hit rate 0.61% among 370,000 | activation, % at 16.6 µM;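 active = lowest replicate activation of at least 40%, so every replicate reaches that level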;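 note: 0% = median of neutral control wells and 100% = median of IBMX positive control wells; some compounds called inactive have numbers as strong as hits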
FN deposit inh: fibronectin deposition inhibition; hit rate 0.086% among 350,000; inhibition, % at 12.6 µM; AH1F fibroblasts, Alexa488-fibronectin deposition fluorescence, overnight;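 active = mean inhibition across replicates of 30% or more, regardless of how many single replicates reach that level; inconclusive = mean under 30% yet at least half of replicates reach 30%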;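 note: positive control wells lacked labelled fibronectin entirely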
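Assay system: AH1F fibroblasts / Quantity: 10000 cells per well / Medium: DMEM plus 2% serum, read in PBS / Reagent: labelled fibronectin 24 nM / Dosing: single dose, pinned / Times: 1 h cell attachment, overnight exposure to compound and label / Signal: fluorescence, ex 485 nm, em 525 nm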
miR-122 sensor: inhibitors of miR-122 in Huh7 cells; Huh7 miR-122 Renilla luciferase sensor, 48 h; neutral wells = 0, positive control = 100; activation (reporter increase), % at 12.5 µM; hit rate 0.3% among 340,000; AID 602342;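 active = mean replicate activation score at least 90 and every replicate individually at or above 90; inconclusive = only one of the two criteria met; inactive = neither criterion met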;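 note: higher luciferase means less miR-122 activity so hits act as miR-122 inhibitors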
F508del corr: correctors of CFTR F508del function in bronchial epithelial cells; hit rate 0.36% among 350,000; activity (quench increase), % at 7.58 µM; CFBE cells, YFP halide quenching; stimulated with forskolin plus potentiator P3; % fluorescence drop versus neutral controls;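 active = mean added fluorescence quench of at least 8% versus neutral control, with both replicates also reaching 8%; inconclusive = only one of the mean or replicate conditions met; inactive = mean below 8% and not both replicates reaching 8%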;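 note: cells transiently co-express mutant CFTR-F508del with the halide-sensitive YFP; corrector assay measuring rescue of mutant channel to the surface after 24 h compound exposure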
DENV2 CPE rescue: inhibitors of DENV2 cytopathic effect | DENV2-infected cells, cytopathic effect rescue, plate reader | CPE inhibition, % at 9.99 µM | hit rate 1.7% among 350,000 | AID 651640; in the data active = CPE inhibition above about 20%, passing the limit was not always enough; inconclusive = no clear call, values can overlap the other calls; tested in BHK-21 cells;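 note: 0% = median of neutral control wells and 100% = median of positive control wells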
EWS-Fli block: EWS/Fli transcriptional activity inhibition | A673 NR0B1-luciferase reporter, viability-normalised | inhibition, % at 12.6 µM | hit rate 0.67% among 350,000;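 active = mean inhibition of at least 50% after viability correction, with every replicate also passing that limit; inconclusive = mean reaches 50% but only one of two replicates passes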;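 note: firefly luciferase signal divided by Alamar Blue viability fluorescence both relative to DMSO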
PAX8 reporter: inhibitors of PAX8 transcriptional activity in RMG-I cells; RMG-I TPO-luciferase reporter, SteadyGlo, 24 h; inhibition, % at 12.6 µM; hit rate 1.2% among 360,000; AID 652154;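 active = mean replicate inhibition at least 60% with every replicate also reaching 60%; inconclusive = only one of the two criteria is met; inactive = mean below 60% and not all replicates reaching 60%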;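 note: luciferase light reporting Pax8 driven TPO promoter activity; plate controls were median of neutral control wells for no effect and mitoxantrone controls for full effect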
* hit, by the source's call; u = inconclusive; x = not tested or not shown; & = joins results of further samples; [ ] = another dose, or the depositor's remark.

smiles,INS-1E GSIS act,FN deposit inh,miR-122 sensor,F508del corr,DENV2 CPE rescue,EWS-Fli block,PAX8 reporter
O=C(Cn1c(=O)oc2ccccc21)Nc1nc(-c2ccc(Br)cc2)cs1,7,1,-6,x,-2,10,3
O=C(C[C@H]1C[C@H]2c3cc(NC(=O)Cc4ccncc4)ccc3O[C@H]2[C@H](CO)O1)NCc1cccc(F)c1,-6,-15,22[16.7 µM],3.1,u,36,19
CCn1c(/C=C\c2ccccc2C)nc2ccccc2c1=O,-4,-2,-1,-1.6,3,-15,0
O=S(=O)(c1ccc2c(c1)CCC2)N1CCNCC1,26,9,0,4.9,-6,3,3
COc1ccccc1OCC(=O)Nc1ccc(N2CCOCC2)cc1N1CCOCC1,x,8,4,2.6,29*,0,-1
CCOC(=O)N1CCN(CCC(=O)Nc2ccc(OC)cc2OC)CC1,8,x,-2,-1.4,1,1,x
CN(CC1COc2ccccc2O1)C(=S)Nc1ccccc1 (configuration not stated),-13,-3,-5,x,x,x,-13
COC(=O)c1ccc(CSc2nnc(NC(=O)C3CC(=O)N(Cc4ccc(C)cc4)C3)s2)cc1 (configuration not stated),9,3,-3,x,x,x,-3
C[C@H]1CN([C@@H](C)CO)C(=O)c2cc(NC(=O)Nc3ccc(C(F)(F)F)cc3)ccc2O[C@H]1CN(C)C(=O)NC1CCCCC1,x,x,1[16.7 µM],3.4,-9,12,31
Fc1cccc(F)c1CN1CCN(c2ncccn2)CC1,11,8,-1,x,x,x,x

2 records drawn at random from those above, as already listed:
smiles,INS-1E GSIS act,FN deposit inh,miR-122 sensor,F508del corr,DENV2 CPE rescue,EWS-Fli block,PAX8 reporter
COc1ccccc1OCC(=O)Nc1ccc(N2CCOCC2)cc1N1CCOCC1,x,8,4,2.6,29*,0,-1
CCOC(=O)N1CCN(CCC(=O)Nc2ccc(OC)cc2OC)CC1,8,x,-2,-1.4,1,1,x

The listing continues.
smiles,INS-1E GSIS act,FN deposit inh,miR-122 sensor,F508del corr,DENV2 CPE rescue,EWS-Fli block,PAX8 reporter
COC(=O)c1sc(S(=O)(=O)N2CC(C)OC(C)C2)c(C(=O)OC)c1C (configuration not stated),x,-1,-5,-3.2,0,2,-13
Cc1cccc(CN2CCN(CC(C)C)C(CCO)C2)n1 (configuration not stated),17,0,x,0.7,-3,1,15
O=C(CN1CCOCC1)N/N=C/c1ccc(-c2ccc(Br)cc2)o1,-10,1,x,0.3,-4,-10,-16
CS(=O)(=O)N1C[C@@H](O)COC[C@@H]2O[C@H](CC(=O)NC3Cc4ccccc4C3)CC[C@H]21,4,-21,-2[16.7 µM],-1.8,-6,-3,7
O=C(NNS(=O)(=O)c1ccc(F)cc1)C1CCN(S(=O)(=O)c2ccccc2)CC1,-1,-5,x,1.4,-2,8,12
C[C@@H]1CN([C@H](C)CO)S(=O)(=O)c2ccc(-c3ccccc3)cc2O[C@@H]1CN(C)C(=O)C1CCC1,-12,x,-7[16.7 µM],-2.7,x,9,x
COc1ccc(NC(=O)Nc2cccc3c2O[C@H](CN(C)C(=O)Nc2ccccc2)[C@@H](C)CN([C@H](C)CO)C3=O)cc1,-4&-20,1,21[16.7 µM],-2.9&-3.5,1,-24&-35,-24
Cn1c(N)c(C(=O)CSc2nnc(C3CC3)n2Cc2ccccc2)c(=O)[nH]c1=O,5,5,-5,-4.9,-2,4,6
Cc1cccc(OCCn2ccnc2)c1,4,0,1,1.6,0,3,-6
CSCCC(NS(=O)(=O)c1ccc(Br)cc1)C(=O)OCC(=O)NC1CC1 (configuration not stated),-9,x,-4,-0.4,-4,9,-11
COc1ccc2c(CC(=O)NC(Cc3ccc(Cl)cc3)C(=O)O)cc(=O)oc2c1C (configuration not stated),14,0,3,0.0,0,-1,26
CC(C)/C=C/C(=O)N1CCC(N2CCC(C(=O)NCC3CCCO3)CC2)CC1 (configuration not stated),x,0,-1,0.5,u,0,-18
O=C(OC12CC3CC(CC(C3)C1)C2)c1ccc(NCc2cc(O)ccc2O)cc1,-3,8,-9,-12,3,31,34
Cc1cccc(S(=O)(=O)Nc2ccc(-n3c(C)nc4ccccc4c3=O)cc2)c1,-34,3,14,0.3,5,-3,13
CCn1cc(CCC(=O)NC2CCCC2)c2ccccc21,13,-2,x,x,-2,-3,-8
Cn1[nH]c(=O)c2ccccc2c1=O,4,x,x,-0.1,1,18,x
Cc1nnc(SCC(=O)Nc2nccs2)n(N)c1=O,3,-5,x,-3.5,2,1,2
CCOC(=O)c1cccc(NC(=O)CCOc2ccccc2)c1,-9,3,-1,1.0,0,-49,-11
CCCNC(=O)C[C@@H]1C[C@@H]2c3cc(NS(=O)(=O)c4ccccc4)ccc3O[C@@H]2[C@@H](CO)O1,-7,-3,4[16.7 µM],-2.5,0,4,-6
C[C@@H]1CN([C@H](C)CO)C(=O)c2cc(C#CCN(C)C)cnc2O[C@@H]1CN(C)Cc1ccncc1,22,-10,-11[16.7 µM],-2.2,u,-16,x
C[C@@H]1CCCCO[C@H](CN(C)S(C)(=O)=O)[C@@H](C)CN([C@@H](C)CO)C(=O)c2cc(NC(=O)c3ccccc3)ccc2O1,9,x,2[16.7 µM],-1.9,-5,1,-20
COc1ccc(C(=O)OCC[N+]2(C)CCOCC2)cc1,0,4,11,-0.1,3,-5,-24
C[C@@H]1CN([C@H](C)CO)C(=O)Cc2cc(NC(=O)Cc3ccccc3)ccc2O[C@@H]1CN(C)Cc1ccncc1,x,x,-7[16.7 µM],-1.3,10,2,8
COc1ccc(CCNC(=O)CCC(=O)Nc2ccc3nc(N4CCN(C)CC4)cc(C)c3c2)cc1OC,18,-2,7,-1.4,-3,5,-17
COc1ccc(NC(=O)COC(=O)c2ccc(Cl)c(S(N)(=O)=O)c2)c([N+](=O)[O-])c1,27,7,x,-1.8,3,2,3
COc1ccc(OC)c(NC(=O)c2cc3c(=O)n4ccccc4nc3n2C)c1,10,-10,-1,-1.7,-4,-3,2
CCOC(=O)N1CCN(Cc2nc3c(c(=O)[nH]c(=O)n3C)n2Cc2ccccc2C)CC1,-2,x,-7,-0.8,-1,9,x
O=C(C[C@@H]1CC[C@H](NC(=O)c2cccc(F)c2)[C@H](CO)O1)NCCN1CCCC1,0,1,1[16.7 µM],1.3,-3,-1,-18
Nc1[nH]c(C(=O)c2ccccc2)c(-c2cccnc2)c1C(=O)NCCc1ccc(Cl)cc1Cl,-23,5,x,1.9,-6,20,0
COc1ccc(C(=O)N(C)Cc2cnn(Cc3ccccc3)c2)cc1S(=O)(=O)N1CCOCC1,-15,12,x,3.0,-1,62*,39
Cc1noc(C)c1C(=O)Nc1nc2ccc(S(C)(=O)=O)cc2s1,-1,3,x,-3.9,3,-8,-44
CC1=C(C(=O)OCC(C)C)C(c2ccccc2Cl)NC(=O)N1C (configuration not stated),-17,-4,4,-3.3,2,-7,-14
O=C(NCc1ccccc1)C(c1cccnc1)N(C(=O)c1csnn1)c1ccc(F)cc1 (configuration not stated),-12,8,x,2.0,9,2,-13
O=C(Nc1ccccc1C(F)(F)F)C(O)(c1ccccc1)C1CCCCC1 (configuration not stated),15,-2,-4,-2.1,50*,3,-6
O=C(Nc1cccc(S(=O)(=O)N2CCCCC2)c1)C1CC(=O)N(Cc2ccccc2)C1 (configuration not stated),-10,-18,11,1.4,-7,7,14
C[C@@H]1CN([C@@H](C)CO)S(=O)(=O)c2ccc(-c3ccc(F)cc3)cc2O[C@@H]1CN(C)C(=O)C1CCCCC1,-14,-7,-5[16.7 µM],2.1,-12,-9,x
COc1ccc2c3c(n(C)c2c1)[C@H](CO)N(C(=O)c1ccccn1)CC31CCN(C(=O)c2ccccn2)CC1,3,x,x,-0.7,4,-6,x
C[C@@H]1CCCCO[C@@H](CN(C)Cc2ccc3c(c2)OCO3)[C@@H](C)CN([C@@H](C)CO)C(=O)c2cc(NC(=O)Nc3ccccc3)ccc2O1,-32,5,8[16.7 µM],-0.3,-1,-8,0
O=C(NCc1ccc(F)cc1)c1ccc(S(=O)(=O)N2CCCCC2)cc1,13,0,-1,1.7,-2,15,9
CC(=O)OCCSc1c(-c2ccccc2)c2cc(Cl)ccc2[nH]c1=O,3,-4,-2,x,x,x,0
COCCCNC(=O)CN(CCc1ccccc1)S(=O)(=O)c1ccc(C)cc1,5,12,-2,3.4,x,14,3
Cc1ccc(S(=O)(=O)N2[C@@H](c3ccc(Cl)cc3)C(C(=O)O)=C[C@H]2C(C)(C)C)cc1,-15,-10,6,0.5,8,-7,9
Cc1ccc(C)c(N2CCN(C(=O)CCc3nc4ccccc4[nH]3)CC2)c1,x,6,-2,-2.1,1,-1,12
COCC(=O)N(C)C[C@H]1Oc2ncc(C#Cc3ccccc3OC)cc2C(=O)N([C@H](C)CO)C[C@H]1C,12,13,-3[16.7 µM],-0.5,44,-14,x
Cc1cccc(OCC(=O)N(C)CC(=O)Nc2cccc(F)c2)c1C,-24,3,10,4.3,u,-6,8
Cc1cc(C)cc(OCC(=O)O/N=C(\N)Cc2ccc([N+](=O)[O-])cc2)c1,-8,2,13,1.9,-6,9,-12
Cc1c(Cl)ccc2c1NC(=O)[C@]21N[C@@H](Cc2ccccc2)[C@H]2C(=O)N(c3ccc(F)cc3)C(=O)[C@H]21,-4,-3,0,x,x,x,x
CC(=O)Nc1nnc(SCC(=O)Nc2nc(C)cs2)s1,0,9,1,-3.3,-12,-5,-12
O=C(OCCCOC(=O)c1ccc(Br)o1)c1ccc(Br)o1,5,-3,-1,3.5,9,4,-12
CCOC(=O)C1CC(=O)c2cc(OC)c(OC)cc2C1 (configuration not stated),25,11,-12,2.2,3,-13,20

Next entries:
smiles,INS-1E GSIS act,FN deposit inh,miR-122 sensor,F508del corr,DENV2 CPE rescue,EWS-Fli block,PAX8 reporter
Cc1csc(N(C(=O)c2ccccc2F)c2ccccc2)n1,8,-1,x,0.0,-9,0,-2
C[C@H]1CN([C@@H](C)CO)C(=O)c2cccc(NS(=O)(=O)c3ccc(F)cc3)c2O[C@H]1CN(C)S(=O)(=O)c1ccc(Cl)cc1,-10,x,2[16.7 µM],-2.0,-1,4,x
Cc1noc2ncnc(N3CCCCC3)c12,-1,-7,x,-0.4,-3,7,-1
CCOc1ccc(S(=O)(=O)N2CCC(C(=O)NCc3ccccn3)CC2)cc1,9,-4,-1,-2.3,-4,14,3
Cc1ccc(NC(=O)C2OCCc3ccccc32)cc1C (configuration not stated),6,7,-2,0.3,-1,-45,-110
COc1ccc(S(=O)(=O)N[C@H]2C=C[C@H](CC(=O)O)O[C@H]2CO)cc1,4,-9,x,-0.5,7,x,-17
O=C(Nc1ccc(F)cc1)C(c1ccncc1)N1CCN(C(=O)c2ccco2)CC1 (configuration not stated),-4,x,x,0.2,5,-2,-7
CC(C)(C)OC(=O)N(Cc1ccccc1)Cc1cccc(OCc2cccc(NC(=O)c3ccccc3)c2)c1,1,8,-4,1.4,-3,20,-15
CC1=C(C(=O)Nc2ccc(Cl)cc2)C(c2ccncc2)C(C#N)=C(SCC(N)=O)N1 (configuration not stated),-8,x,x,-3.2,-1,6,x
Cc1ccc(F)cc1C(=O)N1CCCC(c2cc(C(=O)NCc3ccccc3)no2)C1 (configuration not stated),-15,x,-4,1.2,-12,8,17
Fc1ccc(-c2csc3nnc(SCc4cccnc4)n23)cc1,56*,x,-7,1.5,-3,3,x
CN1C(=O)c2cc(NC(=O)C3CC3)ccc2OC[C@@H]2O[C@@H](CC(=O)NCc3ccccc3F)CC[C@H]21,-1,-11,x,-4.5,12,-11,-9
